# ERG-DNA inh = inhibitors of human ERG Ets domain-DNA interaction; P11308; fluorescence polarization, His-ERG Ets domain / labelled DNA; Potency, µM (top dose mostly 76.9 µM), without a hit: at the highest dose FP activity, negative = inhibition, hits mostly inhibitors; 0.028% of 370,000 active; AID 624246; active = well fitted inhibition curve with a large enough effect in the polarisation, with a control signal flat; inconclusive = small, poorly fitted or top-dose-only effect, or effect the other way, or a change in a side signal; inactive = no such curve, though single readings can be large or run the other way; the % refers to the polarisation;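 note: polarization taken with two DNA probes labelled with fluorescein and Texas red; potency is the fitted concentration of half-maximal effect; % of control where 0% means no effect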
#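 His-tagged ERG Ets domain (1 uM in the protein solution; 300mM KCl, 50mM Tris-HCl, 1mM EDTA, 1mM DTT, pH 7.5) received compound, then a probe mix of 5 nM fluorescein-DNA and 100nM Texas-615-DNA. Fluorescence polarization was read for both dyes.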
# Pol iota inh = inhibitors of human DNA polymerase iota; Potency, µM (titrated, usually from 115 µM), without a hit: at the highest dose activity, negative = inhibition, hits mostly inhibitors; Q9UNA4; AID 588590; 1% of 390,000 active; Pol iota fluorescent replication assay, 10 min; note: potency is the fitted concentration of half-maximal effect
#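 Fluorescent replication assay read twice, at 0 min and 10 min after adding 50 nM (final) substrate. Enzyme (10 nM) and compounds were first incubated 15 min at room temperature; enzyme-free buffer wells were negative controls.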
# ALOX12 inh = blocks human arachidonate 12S-lipoxygenase; purified 12hLO, xylenol orange hydroperoxide absorbance; Potency, µM (series often up to 108 µM), for the others: at the highest dose activity change, negative = inhibition, most hits filed as inhibitors; 1.1% of 580,000 active; AID 1671190; note: potency is the fitted concentration of half-maximal effect; % is set by controls: 0 for no effect and ±100 for the full control effect
# Target sequence (P18054 whole entry, looked up): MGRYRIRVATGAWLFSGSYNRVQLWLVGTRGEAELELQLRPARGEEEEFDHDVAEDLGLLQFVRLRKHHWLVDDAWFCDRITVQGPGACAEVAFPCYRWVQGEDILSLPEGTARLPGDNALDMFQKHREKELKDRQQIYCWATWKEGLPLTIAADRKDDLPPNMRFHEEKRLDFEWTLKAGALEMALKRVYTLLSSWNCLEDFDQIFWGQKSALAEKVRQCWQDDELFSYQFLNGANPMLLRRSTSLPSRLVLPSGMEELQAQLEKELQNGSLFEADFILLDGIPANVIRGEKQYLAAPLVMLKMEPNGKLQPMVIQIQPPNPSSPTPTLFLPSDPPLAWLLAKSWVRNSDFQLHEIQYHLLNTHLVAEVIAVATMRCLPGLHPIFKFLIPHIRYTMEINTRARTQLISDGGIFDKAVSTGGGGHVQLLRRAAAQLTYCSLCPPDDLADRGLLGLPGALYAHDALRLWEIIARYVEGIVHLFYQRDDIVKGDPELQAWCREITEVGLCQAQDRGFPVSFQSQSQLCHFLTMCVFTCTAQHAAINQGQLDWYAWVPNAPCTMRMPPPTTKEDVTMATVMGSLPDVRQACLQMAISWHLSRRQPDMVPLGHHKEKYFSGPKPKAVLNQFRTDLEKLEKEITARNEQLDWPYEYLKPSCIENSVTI
#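 Purified human 12hLO at 150 nM in 25 mM Hepes, 0.01% Triton X-100, pH 7.0, preincubated 15 min at room temperature with compound. Reaction started with 40 uM arachidonic acid, 30 min at room temperature. Hydroperoxide measured by Fe-xylenol orange, 573/405 nm absorbance ratio.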
# Anesthetic bind = binds horse apoferritin like a general anesthetic. P02791. apoferritin/1-aminoanthracene competitive binding, fluorescence. Potency, µM (top dose mostly 77.5 µM), without a hit: top-dose activity change, negative = displacement, actives largely listed as inhibitors. 0.074% of 350,000 active. AID 485281; note: potency is the fitted concentration of half-maximal effect; % is set by controls: 0 for no effect and ±100 for the full control effect; nearly all actives have a fitted effect of over 20% in size
#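 Horse-spleen apoferritin (10 uM) was mixed with 50% saturated 1-aminoanthracene in PBS, exposed to compounds for 10 min at room temperature, and read for fluorescence (ex 380 nm, em 535 nm). Competitive displacement was fitted with a four-parameter Hill equation.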
# POLK inh = blocks human DNA polymerase kappa activity | Q9UBT6 | purified Pol kappa, fluorescent DNA synthesis assay, 10 min | Potency, µM (highest dose often 107 µM), for the others: top-dose activity, negative = inhibition, usual class: inhibitors | 0.53% of 400,000 active | AID 588579; note: potency is the fitted concentration of half-maximal effect; % is set by controls: 0 for no effect and ±100 for the full control effect
#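 Readout: fluorescence, taken kinetically at 0 and 10 min. Conditions: 10 nM Pol kappa, 15 min RT compound preincubation, 50 nM substrate final. Controls: enzyme-free buffer wells.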
# BLM helicase inh = inhibitors of human Bloom syndrome helicase BLM. recombinant BLM DNA unwinding, fluorescence dequenching. Potency, µM (doses to about 56.1 µM), without a hit: top-dose activity change, negative = inhibition, hits mostly inhibitors. 0.2% of 350,000 active;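 note: potency is the fitted concentration of half-maximal effect; plate controls were vehicle for no effect and no enzyme for full effect; nearly all actives have a fitted effect of over 35% in size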
# POLB inh = DNA polymerase beta (human) inhibition; AID 485314; Potency, µM (titrated, usually from 114 µM), inactives show at the top dose activity change, negative = inhibition, hits mostly inhibitors; 1.3% of 340,000 active; Pol beta primer extension/strand displacement, fluorescence kinetic; P06746; note: potency is the fitted concentration of half-maximal effect; % is set by controls: 0 for no effect and ±100 for the full control effect
#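 Pol beta (10 nM) and compounds were preincubated 15 min at room temperature, then 50 nM substrate (final) started primer extension/strand displacement. Reads were taken at 0 and 10 min; concentration-response data were fitted to a four-parameter Hill equation.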
# TRHR ag = TRH receptor (human) agonism. P34981. TRHR cells, calcium flux fluo-8, FDSS agonist mode. activation, % at 2 µM. 0.18% of 360,000 active. AID 493084; in the data active = activation above about 30%; note: 0% is about no effect
# Target sequence (P34981 whole entry, looked up): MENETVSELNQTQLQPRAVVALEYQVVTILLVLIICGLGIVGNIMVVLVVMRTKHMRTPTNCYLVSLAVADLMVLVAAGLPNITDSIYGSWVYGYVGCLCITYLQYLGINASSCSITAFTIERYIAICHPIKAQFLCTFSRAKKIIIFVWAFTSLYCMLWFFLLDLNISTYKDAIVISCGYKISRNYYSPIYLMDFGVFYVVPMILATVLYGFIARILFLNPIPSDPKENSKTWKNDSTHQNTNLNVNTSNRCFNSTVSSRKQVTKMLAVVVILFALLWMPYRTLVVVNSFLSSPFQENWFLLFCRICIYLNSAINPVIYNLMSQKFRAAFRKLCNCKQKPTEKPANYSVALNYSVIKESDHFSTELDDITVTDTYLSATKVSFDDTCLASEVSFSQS
#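 Agonist-mode FDSS calcium read (Ex 480/Em 530, 1 s cycles) in 1536-well TRHR cells with fluo-8 dye, after 10-cycle baseline and 23 nL compound addition; TRH at EC20 (10 nM final) added afterwards for the enhancer phase.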
# APE1 inh = APE1 (human) endonuclease inhibition | recombinant APE1, TAMRA/BHQ-2 abasic DNA cleavage fluorescence | Potency, µM (series often up to 65.8 µM), for the others: at the top dose activity change, negative = inhibition, hits mostly inhibitors | 0.35% of 350,000 active | AID 2517;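 note: potency is the fitted concentration of half-maximal effect; plate controls were vehicle for no effect and reference inhibitor for full effect; nearly all actives have a fitted effect of over 55% in size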
#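 Endonuclease cleavage of a quenched abasic-site DNA duplex (50 nM) by APE1 (0.75 nM) was tracked by TAMRA dequenching. Compounds were preincubated with enzyme 15 min at room temperature; data normalized to buffer-only and DMSO wells plus NSC13755 control.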
# Active calls of the source: *; i = inactive; ? = inconclusive; nt = not tested or not shown; & = joins results of further samples; [ ] = another dose, or the depositor's remark. Unless noted, calls come from the whole dose curve; as a rule, active = well fitted curve in the direction sought with a large enough effect; inconclusive = small, poorly fitted or top-dose-only effect, or another doubt; inactive = no such curve, though single readings can be large; an effect the other way counts as inactive or inconclusive. This is a subset (hit frequency here may not be typical).
SMILES,ERG-DNA inh,Pol iota inh,ALOX12 inh,Anesthetic bind,POLK inh,BLM helicase inh,POLB inh,TRHR ag,APE1 inh
CCN(CC)c1nc2ccccc2c(N)c1-c1ccccc1,1%,-13%,-97%,?,-13%,10%,-19%,-0.9,1%
OCC1(CO)CC2(C1)CC(CO)(CO)C2,-8%,96%[activator],-3%,nt,-8%,nt,nt,nt,nt
O=C(CSc1oc(-c2ccccc2)nc1S(=O)(=O)c1ccc(Cl)cc1)Nc1ccc(F)cc1,11%,-23%,?,-11%,0%,-4%,-9%,0.3,nt
Cc1cccc(C)c1Nc1ncnc(N)c1[N+](=O)[O-],-5%,25%,-20%,-9%,0%,2%,-4%,-0.1,2%
COc1ccc(CC2(CO)CCN(Cc3cnn(C)c3)CC2)cc1,4%,93%[activator],1%,-11%,-11%,3%,?,1.2,1%
COc1ccc(C(=O)Nc2nnc(SCC(=O)NC3CC3)s2)cc1,7%,44%[activator],?,1%,-16%,-2%,86%,0.2,32%
CCc1cccc2c(C(=O)COC(=O)c3ccccc3)c[nH]c12,-12%,26%,20%&1%,1%,-22%,1%,7%,1.2,-3%
CCC(Cc1ccccc1)NS(=O)(=O)c1ccc2c(c1)NC(=O)CO2 (centres undefined),2%,6%,-23%,-20%,1%,-1%,10%,-0.5,9%
Cc1ccc(C(=O)Nc2ccc(N3CCOCC3)cc2)cc1S(=O)(=O)N1CCCCC1,-1%,6%,460%[activator],nt,-20%,nt,nt,-0.5,-10%
COc1ccccc1C(=O)NCCC(=O)NCC(c1ccco1)N1CCCC1 (centres undefined),-2%[15.4 µM],27%,295%[activator],nt,-4%,nt,nt,0.7,2%
CCN(c1ccccc1)S(=O)(=O)c1ccc(Cl)c(C(=O)NCc2ccco2)c1,1%,12%,145%[activator],nt,-5%,nt,nt,-0.1,3%
O=C1CS/C(=N\N=C\c2ccco2)N1c1ccccc1,3%,?,105%,-13%,?,-16%,?,0.3,?
CCCn1cc(SCC(=O)NC2CCCC2)c2ccccc21,-15%,10%,2%,-13%,-9%,-4%,2%,-1.3,-17%
CCN(CC)CC(O)COC(c1ccccc1)c1ccccc1 (centres undefined),-10%,-3%,17%,0%,-17%,0%,-1%,1.2,4%
CN(C(=O)CSc1nnc(-c2ccco2)n1N)C1CCCCC1,-2%,51%[activator],22%,-24%,-8%,-5%,1%,-0.2,1%
CCOc1cc(-c2ccc(OC(=O)c3ccccc3)c(OC)c2)cc(=O)c2c(C)oc(C)c12,6%,27%,?,?,4%,-8%,-18%,1.0,nt
CCOC(=O)C(Cc1ccc(NC(=O)/C(=C/c2ccc(OC(C)=O)cc2)NC(C)=O)cc1)N1C(=O)c2ccccc2C1=O (centres undefined),0%,-2%,-8%,?,-6%,-8%,3%,1.4,6%
O=C(NCCc1ccccc1)c1ccccc1F,9%,46%[activator],1%,-18%,-10%,-1%,4%,0.3,1%
CC(C)c1ccc(N(CC(=O)NCCc2ccccc2)C(=O)c2csnn2)cc1,3%,6%,6%,7%,-20%,1%,8%,-0.6,7%[12.4 µM]
C=C1CCN(C(C)C(=O)OCc2ccc(C)cc2)S(=O)(=O)c2ccccc21 (centres undefined),nt,38%,nt,-3%,1%,-9%,nt,nt,?
CS(=O)(=O)N1Cc2ccccc2CC1C(=O)Nc1ccccc1C(N)=O (centres undefined),-4%,?,0%,-2%,-2%,-2%,10%,-0.5,1%
C=CCn1c(NC(=O)CC)c(C(=O)OCC)sc1=S,-10%,-3%,?,-5%,-11%,-3%,3%,0.4,-1%
Cc1ccc([C@@H]2CC=C(C(=O)O)[C@H](c3ccc(F)cc3)N2S(=O)(=O)c2ccccc2C)cc1,-7%,-16%,0%,nt,-8%,nt,nt,nt,31%
COC(=O)c1cc2nc(-c3ccc(OC)cc3)cc(C(F)(F)F)n2n1,17%,-11%,0%,1%,-2%,0%,0%,-0.1,-3%
Cc1oc(-c2ccc(C(=O)NCc3cccc(F)c3)cc2)nc1COc1ccccc1,0%,-4%,5%,?,9%,-1%,3%,1.7,nt
CCCCOc1ccc(/C(O)=C(\C#N)c2nc3ccccc3[nH]2)cc1,5%,50%[activator],?,1%,-2%,-4%,12%,0.1,-11%
CC(C)NCC(O)COCCOc1ccc(C(C)(C)C)cc1 (centres undefined),-2%,12%,13%,-14%,-7%,-2%,-22%,0.3,2%
CCC(CC)C(=O)Nc1nc(-c2ccc3c(c2)CCN3C(=O)C2CC2)c(C)s1,6%,8%,115%[activator],-10%,-2%,-13%,18%,-0.1,13%
Cc1ccc(S(=O)(=O)Cc2ccc(C(=O)NCCCN3CCCC3=O)o2)cc1,6%,14%,0%,-1%,-2%,-4%,2%,0.0,3%
CCOC(=O)CSC1=C(C#N)C(c2ccc(Cl)cc2)C(C(=O)OC)C(=O)N1 (centres undefined),-1%,-3%,?,-7%,0%,-16%,8%,-0.4,-13%
CCN(CC)S(=O)(=O)c1ccc(N2CCOCC2)c(NC(=O)c2ccc(=O)[nH]c2)c1,2%,39%[activator],-12%,nt,-6%,nt,nt,nt,2%
COc1ccccc1NC(=O)COc1ccc(CO)cc1Cl,0%,11%,212%[activator],-5%,-8%,1%,0%,-0.7,-7%
Cc1ccnc(NC(=O)CCCOc2ccc(Cl)cc2C)c1,nt,nt,-16%,-6%,nt,-9%,20%,-0.3,-4%
CN(C(=O)NC(=O)C1=C(N2CCOCC2)/C(=C/c2ccccc2)CC1)S(C)(=O)=O,nt,?,-25%,516%[activator],-11%,1%,-29%,-0.1,-1%
CC1CCCCN1C(=O)CSc1nnc(-c2ccccc2F)o1 (centres undefined),4%,11%,11%,-3%,-2%,-4%,10%,0.2,8%
CC(=O)c1ccc(NC(=S)N2CCC(Cc3ccccc3)CC2)cc1,-10%,108%[activator],-17%,-21%,-11%,-5%,?,0.3,-9%
O=C(Nc1ccc(Br)cc1)Nc1ccccc1Cl,20%,6%,-7%,2%,4%,-8%,7%,1.0,11%
O=C(COc1ccc(Cl)cc1)Nc1cccc(-c2ccc(N3CCOCC3)nn2)c1,2%,8%,-5%,nt,-20%,nt,nt,-0.4,2%
Nc1nc(/C=C/c2ccc(F)cc2)nc(-c2ccccc2O)n1,-5%,12%,9%,-7%,-7%,-6%,36%,1.0,3%
Fc1ccccc1-c1nnc2c3ccccc3nc(N3CCOCC3)n12,2%,15%,-2%,-13%,-12%,1%,22%,-0.2,2%
COc1ccc(CCN2CCCn3c2nc2c3c(=O)n(CC(N)=O)c(=O)n2C)cc1OC,0%,124%[activator],145%[activator],-8%,6%,1%,21%,-0.4,-18%
CCCN1C2=C(C(=O)CC(C)(C)C2)C(c2ccc(F)cc2)C2=C1c1ccccc1C2=O (centres undefined),3%,10%,-4%,-14%,1%,1%,27%,0.7,-3%
CN(C)c1cccc(-c2csc(N3CCC(C(N)=O)CC3)n2)c1,nt,25%,-9%,nt,3%,nt,nt,nt,7%
CCOC(=O)C1CCCN(c2c(C(=O)c3ccccc3)cnc3ccccc23)C1 (centres undefined),0%,17%,-9%,?,0%,-7%,16%,1.3,-4%
CC(C)C(=O)NNC(=O)CSc1ncnc2c1cnn2-c1ccccc1Cl,12%,2%,8%,12%,4%,-9%,6%,-0.8,-5%

# Copied from the list:
# In ALOX12 inh, O=C(COc1ccc(Cl)cc1)Nc1cccc(-c2ccc(N3CCOCC3)nn2)c1 is listed with -5%
# In Pol iota inh, COc1ccc(CCN2CCCn3c2nc2c3c(=O)n(CC(N)=O)c(=O)n2C)cc1OC is listed with 124%[activator]

# Ordered by value in Anesthetic bind (high to low): 4 from the list above
structure | Anesthetic bind
O=C(Nc1ccc(Br)cc1)Nc1ccccc1Cl | 2%
Nc1nc(/C=C/c2ccc(F)cc2)nc(-c2ccccc2O)n1 | -7%
COc1ccc(CCN2CCCn3c2nc2c3c(=O)n(CC(N)=O)c(=O)n2C)cc1OC | -8%
CC(=O)c1ccc(NC(=S)N2CCC(Cc3ccccc3)CC2)cc1 | -21%

# Remaining list, next part.
SMILES,ERG-DNA inh,Pol iota inh,ALOX12 inh,Anesthetic bind,POLK inh,BLM helicase inh,POLB inh,TRHR ag,APE1 inh
O=C(COc1cccnc1[N+](=O)[O-])Nc1cccc(S(=O)(=O)N2CCOCC2)c1,4%,?,0%,-10%,?,4%,-6%,-1.6,-3%
CN(CC(=O)Nc1ccc(OC(F)(F)F)cc1)C(=O)c1ccc(N2CCCC2=O)cc1,-1%,22%,-2%,nt,-17%,nt,nt,0.3,22%
CC1CCC2(CC1)NC(=O)N(CC(=O)N1CC(C)CC(C)C1)C2=O (centres undefined),nt,12%,-11%,nt,-14%,nt,nt,nt,-4%
Cc1ccc(C2NC(=O)Cc3ccccc32)cc1 (centres undefined),0%,7%,464%[activator],?,-15%,-14%,-18%,-0.7,-5%
CSc1ccccc1NC(=O)CSCc1ccccc1Br,6%,8%,i,-12%,-17%,-7%,17%,0.0,-2%
CCc1ccccc1OCC(=O)Nc1ccc(F)c(S(=O)(=O)N2CCOCC2)c1,-3%,4%,-9%,nt,-6%,nt,nt,0.2,10%
CS(=O)(=O)c1nc(S(=O)(=O)c2ccc(Cl)cc2)c(N2CCCCC2)s1,9%,10%,-13%,-6%,-4%,-3%,30%,-0.4,-10%
COc1ccc(OC)c(C(=O)NC(CC(N)=O)c2ccc(NCCOc3ccccc3)c([N+](=O)[O-])c2)c1 (centres undefined),-5%,2%,-14%,-22%,2%,-1%,3%,0.1,-1%
CCc1noc(C)c1C(=O)N(C)CC(=O)Nc1cccc(OC)c1,-1%,6%,-9%,nt,1%,nt,nt,0.5,32%
COc1ccc(COC(=O)c2ccc3c(=O)n4c(nc3c2)CCC4)cc1F,nt,nt,0%,0%,nt,2%,33%,0.4,?
